Compound activity deposited in PubChem BioAssay by NCI.
yeast mlh1 rad18: NCI yeast anticancer drug screen, S. cerevisiae mlh1 rad18 strain. growth inhibition, % at 50 µM. hit rate 11% among 79,000;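 note: 0% = growth of vehicle-only cultures of the same strain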
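Inhibition values reflect reduced growth of mutant yeast versus vehicle-treated controls following compound exposure; the mutations affect DNA damage repair.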
rad50: NCI yeast anticancer drug screen, S. cerevisiae rad50 strain | growth inhibition, % at 50 µM | hit rate 10% among 79,000 | AID 155;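 note: 0% = growth of vehicle-only cultures of the same strain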
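Inhibition values express reduced yeast growth in compound-treated cultures relative to vehicle-treated controls.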
mec2-1: NCI yeast anticancer drug screen, S. cerevisiae mec2-1 strain; growth inhibition, % at 50 µM; hit rate 9% among 79,000;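 note: 0% = growth of vehicle-only cultures of the same strain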
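Vehicle-treated cultures served as reference for growth inhibition of compound-exposed mec2-1 yeast.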
yeast bub3: NCI yeast anticancer drug screen, S. cerevisiae bub3 mutant strain. hit rate 9.9% among 78,000. % growth inhibition at 50 µM. AID 167;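 note: 0% = growth of vehicle-only cultures of the same strain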
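Screening used yeast with an engineered genetic alteration affecting cell cycle control. Compound-exposed cultures were compared with vehicle cultures, and reduced growth was taken as inhibition.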
sgs1 mgt1: NCI yeast anticancer drug screen, S. cerevisiae sgs1 mgt1 strain. growth inhibition, % at 50 µM. hit rate 10% among 78,000. AID 161;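 note: 0% = growth of vehicle-only cultures of the same strain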
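Percent growth inhibition was derived by comparing compound-exposed mutant yeast with vehicle-exposed cultures. The strain carries alterations in DNA damage repair.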
yeast cln2 rad14: NCI yeast anticancer drug screen, S. cerevisiae cln2 rad14 strain; growth inhibition, % at 50 µM; hit rate 8.3% among 78,000; AID 165;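 note: 0% = growth of vehicle-only cultures of the same strain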
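Each compound was tested on cln2 rad14 yeast. Inhibition of growth was calculated against vehicle-exposed controls.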
Numbers without * were called inactive; & = joins results of further samples. Cut-off read from the data, not from the text of the source: active = growth inhibition above about 70%; inactive = the rest.

Under each structure – yeast mlh1 rad18	rad50	mec2-1	yeast bub3	sgs1 mgt1	yeast cln2 rad14
CCCCC(C(=O)C(=O)NC1C2CC3CC(C2)CC1C3)C(=O)C(C)C (centres undefined)
→ 7	6	-5	6	2	20
COc1cc(OC)c2c(c1)C(C)(C)CCC2(C)C
→ 4	9	3	16	-7	-23
CC1CN(S(=O)(=O)c2ccccc2)CCN1S(=O)(=O)c1ccccc1 (centres undefined)
→ -1	-10	-4	2	-8	-8
Brc1ccc(C2c3ccccc3-c3ccccc32)cc1
→ 95*	94*	95*	96*	97*	94*
Cc1ccc(-c2nc3n(c2/C=N\N=C(N)N)CCS3)cc1
→ 10	-30	2	-5	-15	13
CN=S(=O)(OCCCCCOS(=O)(=NC)c1ccc(C)cc1)c1ccc(C)cc1 (centres undefined)
→ -35	4	-34	-41	-23	-43
Cc1ccc(-c2nn[nH]n2)cc1[N+](=O)[O-]
→ 16	6	9	-22	-1	-11
CC1(c2cccc(C3CCC4(C=CC3=O)OCCO4)c2)OCCO1 (centres undefined)
→ -39	-26	-23	-20	-37	1
O=C(CC(O)c1cccnc1)CC(O)c1cccnc1 (centres undefined)
→ 15	8	1	-1	0	-16
N#Cc1ccc(-c2nc3ccc(Cl)cc3[nH]2)cc1
→ -22	-48	-31	-31	-14	7
COC(=O)CCCc1ccc2c(c1)CC1(Cc3ccccc3C1)C2
→ -26	-42	-65	4	2	-10
CC(=O)OC1C(C2COC(=S)O2)OC2OC(C)(C)OC21 (centres undefined)
→ 10	8	13	15	13	-53
NC(=O)C(O)c1c[nH]c2ccccc12 (centres undefined)
→ 8	4	2	-15	-1	6
Cc1c(NC=O)cc(C(C)C)c2cccnc12
→ -2	-11	-3	-27	-16	-23
CSc1ccc(NC(=O)Nc2cccc(C)c2C)cc1
→ 15	2	27	28	28	-7
O=[N+]([O-])c1cc(C(F)(F)F)cc([N+](=O)[O-])c1N1CCCC(n2cccc2)C1 (centres undefined)
→ 48	35	46	71*	58	34
CCc1c(O)cc(=O)oc1-c1ccc(OC)c(OC)c1
→ -27	21	-16	-7	2	6
CC1(C)CS(=O)(=O)CC(C)(C)C(=O)C1=O
→ -3	-26	-19	-6	-15	5
Cc1ccc(S(=O)(=O)Oc2ccc(Cl)cc2)cc1
→ 52	56	30	45	29	-42
O=C1OC2CC1Cc1ccccc12 (centres undefined)
→ 7	40	19	18	26	5

Remaining list, next part
Under each structure – yeast mlh1 rad18	rad50	mec2-1	yeast bub3	sgs1 mgt1	yeast cln2 rad14
O=C(Nc1nc(=S)[nH][nH]1)C(=O)C1C(=O)Nc2ccccc2S1=O (centres undefined)
→ -1	3	-11	-21	-4	4
CCCCC(CC)COC(=O)C(C)OC(=O)/C=C\C(=O)OC(C)C(=O)OCC(CC)CCCC (centres undefined)
→ -4	-6	-7	-7	-4	-16
CC(=O)OCC1C(=O)OCC1C(=O)N1Cc2cc3ccccc3nc2C1 (centres undefined)
→ -10	-11	-2	31	14	-19
O=C1CSc2nc3c(I)cc(I)cc3c(=O)n21
→ -1	3	6	-7	-1	-25
CC1(C)S(=O)(=O)OCCOS1(=O)=O
→ 0	-25	17	7	7	-20
ClC(Cl)=C(c1ccccc1)c1ccccc1
→ 17	30	22	-4	36	7
CC(C)/C(Cl)=N\OC(NC(=O)P(=O)(c1ccccc1)c1ccccc1)(C(F)(F)F)C(F)(F)F
→ 61	58	52	52	51	66
CN(C)CCSc1cc(-c2ccccc2)c2ccccc2n1
→ 78*	60	30	54	40	22
O=S(=O)(OC12CCCCC1CN1CCCCC1C2)c1ccc(Br)cc1 (centres undefined)
→ 13	15	10	4	-4	-3
O=C(NCCCN1CCOCC1)Nc1ccc(Cc2ccc(NC(=O)NCCCN3CCOCC3)cc2)cc1
→ -4	-8	-31	-10	7	10
Nc1nc2c(c(=O)[nH]1)CN(c1ccc(Cl)cc1)C2
→ 13	1	0	3	-13	-15
Cc1ccc(S(=O)(=O)NC2C(=O)c3ccccc3C(=O)C2n2cnc3ccccc32)cc1 (centres undefined)
→ -29	14	2	-15	-11	-17
CCN(CC)C(=O)C1CCCNC1 (centres undefined)
→ 1	-11	-22	8	-5	-29
NNc1ccc2cc(S(=O)(=O)O)cc(S(=O)(=O)O)c2c1
→ 53	5	1	-3	19	4
CC(=O)NNc1nc(C)c(C(/C=C/c2ccc(NC(C)=O)cc2)=N/NS(=O)(=O)c2ccc(C)cc2)s1
→ -21	-7	-24	6	3	-6
O=C(CC(=O)c1ccccc1)CC1(O)CCCCC1
→ 89*	61	79*	96*	80*	50
Nc1nc(C(F)(F)F)nc(N)c1N
→ 15	8	11	-6	15	3
CSc1nc(NC2OC(CO)C(O)C(O)C2O)c(Br)c(=O)n1C (centres undefined)
→ 20	0	-2	-3	-6	-9
CCOc1ccc2nc(NC(=O)C(=O)C(c3cnc4ccccc4n3)[N+](=O)[O-])sc2c1 (centres undefined)
→ 14	24	-13	-22	24	9
NC(=O)NCOC(=S)S
→ 1	1	0	-5	-1	-3

Continuation:
Under each structure – yeast mlh1 rad18	rad50	mec2-1	yeast bub3	sgs1 mgt1	yeast cln2 rad14
N#C/C(=C\c1ccco1)C1CCC([N+](=O)[O-])CC1 (centres undefined)
→ -5	-5	-2	3	4	-101
c1ccc2nc(-c3cnc4ccccc4n3)cnc2c1
→ -16	6	8	6	10	-5
COc1ccccc1NC(=O)/C(=C/n1c(=S)[nH]c2cc(C)ccc21)C(C)=O
→ 24	-1	-19	-3	-13	-10
Clc1ccccc1CCc1cc(-c2ccccc2)n[nH]1
→ 98*	97*	95*	93*	96*	89*
Nc1c(-c2nc3ccccc3[nH]2)sc(=S)n1-c1ccccc1
→ -18	-6	-21	-4	2	2
Nc1ccc2ccc3ccccc3c2c1
→ 44	51	6	28	43	32
C=C(CN(C)C)C(=O)c1ccccc1OC
→ 19	36	30	35	45	-26
Nc1nnc(SCCCCCCCCCCCCSc2nnc(N)s2)s1
→ 16	11	-3	-4	0	20
O=C(NCCO)Nc1ccccc1F
→ 6	10	4	-8	-4	-27
Cc1ccc(C(=O)O)c([N+](=O)[O-])c1O
→ 26	3	-4	-7	-4	11
COC(=O)C1(C)CCCC2(C)C3=CC(O)C4(C(C)C)OC4C3(O)CCC12 (centres undefined)
→ -8	-9	-42	-22	-8	6
CC(C)(C)c1ccc(OC(=S)c2ccccc2)cc1
→ -12	-18	-8	-8	-8	-32
CCCCCCCCCCCCCCCCCCOC(=O)C(N)CCCCN (centres undefined)
→ 98*	98*	99*	98*	51	97*
CC1=CC2N(C=C1)C(c1cccc([N+](=O)[O-])c1)=NON2c1cc(C)ccn1 (centres undefined)
→ 24	7	1	-1	7	14
O=[N+]([O-])c1cccc(C2SCc3nc4ccccc4n32)c1 (centres undefined)
→ 10	10	-1	33	24	30
C=CCN1C(=O)C(c2ccccc2)(c2ccccc2)NC1=S
→ -41	2	-33	-31	-32	-20
N#Cc1ccc(OCCCOc2ccc([N+](=O)[O-])cc2)cc1
→ 8	-7	8	20	23	-8
CSc1nc(-c2ccc(C)cc2)c(C#N)c(=O)[nH]1
→ -56	6	5	0	-9	24
Cc1ccc(N2CCN(CCC(=O)O)CC2)cc1
→ 22	-1	9	-42	1	-4
CN1C(=O)C2SC(=NNc3ccccc3)SC1C(=O)N2C
→ -17	9	9	-20	1	-4

The results go on.
Under each structure – yeast mlh1 rad18	rad50	mec2-1	yeast bub3	sgs1 mgt1	yeast cln2 rad14
O=C(Nc1nccs1)C1COc2ccccc2O1 (centres undefined)
→ 20	8	6	-13	13	-11
CCN(CC)C(=O)c1cccc(OC)c1OC
→ -1	6	0	6	5	9
CCCCCCCCCCCCSCCSCCCCCCCCCCCC
→ 1	10	15	-29	5	-27
C=CC12CC(=O)CCC1C(NC)Cc1ccc(OC)c(OC)c12 (centres undefined)
→ 4	-4	3	4	-2	-4
CCCCCCCCCCC[n+]1ccc(C#N)cc1
→ 92*	92*	58	78*	92*	77*
OC/C=C/c1ccccc1
→ -9&15	15&6	-3&7	12&3	-17&12	-3&10
Cc1nc(Cl)c(C)c(Cl)n1
→ 16	13	-29	-5	1	5
CCOC(=O)C1OC1(C)CC (centres undefined)
→ -21	4	1	-5	10	-6
CC(=O)Nc1ccc(/C=C(\NC(=O)c2ccccc2)c2nc3ccc4c(c3[nH]2)C(=O)c2ccccc2C4=O)cc1
→ -3	4	23	7	-11	-8
OCC1(c2ccccc2)CCCNCC1 (centres undefined)
→ -3	-8	-19	2	4	-20
CCOC(=O)c1ccc([N+](=O)[O-])o1
→ 84*	94*	53	91*	66	28
Cc1cc(Sc2ccccc2)nc2ccccc12
→ 12	8	-12	49	42	4
CC(=O)Nc1ccc(NC(=O)c2cccc3ccccc23)cc1
→ 32	-5	13	35	14	-13
CCCN(CCC)Cc1cc2c(cc1O)CC[C@@H]1[C@@H]2CC[C@]2(C)C(=O)CC[C@@H]12
→ 65	84*	52	38	80*	61
Nc1ccc(Cc2ccc(N)c(C(=O)O)c2)cc1C(=O)O
→ -6	7	-13	-13	-6	-3
O=C(OCc1ccc2c(c1)OCO2)c1ccc(Cl)cc1
→ -20	-1	-5	14	-6	0
CCCCCCCSCC(=O)OCC
→ -6	-13	-20	-6	-22	7
CCCCCCCC(=O)O[C@H]1[C@H]2[C@@H](CC1(C)C)C(=O)[C@]13O[C@H]1C(=O)[C@]1(CO1)[C@]23C
→ 92*	91*	93*	90*	93*	91*
O=c1c2cc3c(=O)n4c(cc(-c5ccccc5)c5cc(Cl)ccc54)nc3cc2nc2cc(-c3ccccc3)c3cc(Cl)ccc3n12
→ -10	14	6	-1	19	14
Cc1ccc(O)c([N+](=O)[O-])n1
→ 24	28	-2	38	39	31

(next part)
Under each structure – yeast mlh1 rad18	rad50	mec2-1	yeast bub3	sgs1 mgt1	yeast cln2 rad14
N#CCCn1cnc2c(Cl)ncnc21
→ -3	-10	5	-7	-18	-13
COc1ccc(C2c3cc(OC)c(OC)cc3CC(C(=O)O)C2C(=O)O)cc1OC (centres undefined)
→ -7	-6	11	4	24	23
C1=C(c2ccccc2)N(C2CCCCC2)C(c2ccccc2)=CN1Cc1ccccc1
→ 71*	45	32	50	69	42
CCOC(=O)Cc1nc2ccc3c(c2[nH]c1=O)C(=O)c1ccccc1C3=O
→ 68	35	30	33	17	29
COc1cccc(-c2nc(-c3cnccn3)n(C3OC(CO)C(O)C3O)n2)c1 (centres undefined)
→ -23	-16	-22	-45	-13	12
CCCC1(C(=O)OCCN(CC)CC)CCCCC1
→ 11	52	4	43	32	-8
O=C(c1ccsc1)c1cc2c(s1)C(=O)c1ccsc1C2=O
→ 62	20	20	22	18	-8
c1ccc(-c2cc3cc4c(cc3[nH]2)Oc2ccccc2O4)cc1
→ 3	5	14	5	18	11
CCOc1cc2cc(C(=O)O)sc2cc1OCC
→ 1	12	5	-5	6	0
COC(=O)C(CCc1ccc([N+](=O)[O-])cc1)(CCc1ccc([N+](=O)[O-])cc1)C(=O)OC
→ 35	19	3	24	4	-18
Nc1c(C(=O)O)nnc2ccc(Cl)cc12
→ -20	-27	-36	-8	-10	-1
C/C(=N\OCC(=O)O)[C@@H]1CCC2[C@H]3CCC4=CC(=O)CC[C@@]4(C)C3CC[C@]21C (some centres undefined)
→ -15	-4	-1	4	14	-20
CC1(C)CCCN1C(=O)Nc1ccc([N+](=O)[O-])cc1[N+](=O)[O-]
→ -14	4	-8	-4	5	-13
CC1=NN(c2ccc([N+](=O)[O-])cc2)C(=O)C1[N+](=O)[O-] (centres undefined)
→ 19&20	32&21	-15&9	-16&18	25&27	21&16
O=C(C[n+]1cccc2ccccc21)c1ccc([N+](=O)[O-])cc1
→ 1	3	-21	9	26	10
Cc1cc(COCCN(C)C)on1
→ 4	-4	14	12	15	-4
COc1ccc(N(C)C(=O)c2ccccc2S(=O)(=O)c2ccccc2C(=O)N(C)c2ccc(OC)cc2)cc1
→ 25	19	22	10	27	-15
CCOC(=O)/C(ON)=C(/CC/C(C(=O)OC)=C(\ON)C(=O)OCC)C(=O)OC
→ 3	-5	4	-2	-6	19
CCCCc1[nH]ccc2c(C)c3nc4ccccc4c3cc12
→ 98*	97*	91*	89*	98*	92*

Full records as entered above. Order of screens: yeast mlh1 rad18	rad50	mec2-1	yeast bub3	sgs1 mgt1	yeast cln2 rad14
Record of `CCOc1cc2cc(C(=O)O)sc2cc1OCC` : 1	12	5	-5	6	0
Record of `c1ccc(-c2cc3cc4c(cc3[nH]2)Oc2ccccc2O4)cc1` : 3	5	14	5	18	11
Record of `CCCCc1[nH]ccc2c(C)c3nc4ccccc4c3cc12` : 98*	97*	91*	89*	98*	92*
Record of `COc1cccc(-c2nc(-c3cnccn3)n(C3OC(CO)C(O)C3O)n2)c1` (centres undefined) : -23	-16	-22	-45	-13	12
Record of `CC1(C)CCCN1C(=O)Nc1ccc([N+](=O)[O-])cc1[N+](=O)[O-]` : -14	4	-8	-4	5	-13
